# Compound activity: PubChem BioAssay, National Center for Advancing Translational Sciences (NCATS)
# TDP-43 yeast inh: TDP-43 toxicity inhibition in yeast; TDP-43 expressing yeast growth rescue, BacTiter-Glo, 24 h; Potency, µM (series often up to 46.1 µM), for inactives: at the highest dose growth rescue (activation), hits mostly activators; 410,000 tested, 1.8% active; AID 652104; also: % of control where 0% means no effect; nearly all actives have a fitted effect of over 50% in size
#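 Growth rescue of TDP-43-toxic yeast measured as ATP luminescence (BacTiter-Glo). Cells grown to mid-log in raffinose, induced in galactose at OD600=0.02, exposed to compound 24 hr at 30 deg C.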
# EPAC2 agonist: agonists of human EPAC2 (RAPGEF4) | Q8WZA2 | EPAC2 activation, biochemical qHTS; response scale: 100% = 6.5 mM cAMP response | Potency, µM (highest dose often 154 µM), for the others: at the highest dose activation, actives largely listed as activators | 360,000 tested, 0.079% active | AID 720711; also: nearly all actives have a fitted effect of over 50% in size
#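 Each well held 100 nM EPAC2, 250 nM RAP1B-BODIPY-GDP and 50 uM GDP. Fluorescence, read at 5-min intervals to 30 min, was referenced to a 6.5 mM cAMP positive control.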
# EPAC1 ag: agonists of human EPAC1; 360,000 tested, 0.073% active; O95398; Potency, µM (top dose mostly 154 µM), for the others: at the top dose activation, usual class: activators; EPAC1 agonist qHTS, biochemical assay; response scale: 100% = response to 6.5 mM cAMP; AID 720707; also: nearly all actives have a fitted effect of over 60% in size
#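 Nucleotide exchange by EPAC1 (100 nM) on Rap1B–BODIPY-GDP (250 nM) in the presence of 50 uM GDP is tracked fluorescently at 480/540 nm over 30 min. Signals are normalized to a 6.5 mM cAMP control.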
# EPAC1 antagonist: EPAC1 (human) antagonism | O95398 | EPAC1 GEF assay, Rap1b-BODIPY-GDP exchange fluorescence | Potency, µM (series often up to 115 µM), for the others: at the highest dose activity change, negative = inhibition, usual class: inhibitors | 360,000 tested, 0.14% active | AID 720709;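 also: plate controls were vehicle for no effect and positive control for full effect; nearly all actives have a fitted effect of over 50% in size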
# PTHR1 agonist: PTHR1 (human) receptor agonism | HEK293 GP2 PTHR1 cells, GloSensor cAMP luminescence, 1 h | Potency, µM (series often up to 115 µM), for inactives: at the top dose activation, actives largely listed as activators | 410,000 tested, 0.075% active; also: nearly all actives have a fitted effect of over 55% in size; some results filed as inactive show a strong effect at the top dose; inactives centre near -15; many of its hits are not listed in these tables
# Target sequence (Q03431 whole entry, looked up): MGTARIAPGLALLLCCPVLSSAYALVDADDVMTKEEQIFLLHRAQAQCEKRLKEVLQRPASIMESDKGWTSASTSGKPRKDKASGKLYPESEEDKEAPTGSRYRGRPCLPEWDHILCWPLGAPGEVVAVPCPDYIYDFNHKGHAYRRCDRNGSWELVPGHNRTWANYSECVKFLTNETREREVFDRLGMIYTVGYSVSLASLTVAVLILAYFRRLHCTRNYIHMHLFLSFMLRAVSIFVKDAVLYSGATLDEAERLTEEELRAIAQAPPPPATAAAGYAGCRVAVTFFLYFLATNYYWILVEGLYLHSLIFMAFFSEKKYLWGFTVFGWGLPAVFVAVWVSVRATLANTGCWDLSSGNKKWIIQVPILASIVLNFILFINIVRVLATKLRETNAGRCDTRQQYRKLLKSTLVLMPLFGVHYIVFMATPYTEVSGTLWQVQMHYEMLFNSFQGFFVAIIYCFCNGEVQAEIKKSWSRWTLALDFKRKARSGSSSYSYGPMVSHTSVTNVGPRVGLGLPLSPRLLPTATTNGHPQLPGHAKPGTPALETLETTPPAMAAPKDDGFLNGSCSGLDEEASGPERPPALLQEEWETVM
#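 HEK-293-derived GP2 cells expressing PTHR1 and a GloSensor cAMP reporter, 3,000/well, plated overnight, given luciferin plus IBMX (each 0.5 mM as added) for 1 h at 37 °C, then compound for 1 h at 37 °C. Luminescence was read after 15 min at room temperature.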
# aSyn yeast inh: alpha-synuclein toxicity inhibition in yeast; 370,000 tested, 0.14% active; AID 652106; Potency, µM (doses to about 46.1 µM), for inactives: at the highest dose growth rescue (activation), hits mostly activators; Yeast expressing alpha-synuclein, growth rescue, BacTiter-Glo, 24 h; also: % of control where 0% means no effect; nearly all actives have a fitted effect of over 65% in size
#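 Rescue of yeast growth: cells expressing toxic alpha-synuclein, induced in galactose at OD600 0.02, incubated with compound 24 h at 30 C. ATP luminescence quantified growth; inhibitors of toxicity appear as activators.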
# FUS suppressor: FUS proteinopathy suppression in yeast | S. cerevisiae FUS-expressing, growth rescue, OD600, 24 h | Potency, µM (titrated, usually from 76.6 µM), without a hit: at the highest dose growth rescue (activation), actives largely listed as activators | 390,000 tested, 0.24% active;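 also: plate controls were DMSO vehicle for no effect and reference control for full effect; nearly all actives have a fitted effect of over 55% in size; some results filed as inactive show a strong effect at the top dose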
#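 Galactose (2%) drives FUS expression in yeast precultured in raffinose; seeding density OD 0.005. Test compounds incubated 24hr at 30C and 99% humidity before absorbance at 600 nm was measured.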
# EPAC2 antag: blocks human EPAC2 exchange factor; Potency, µM (highest dose often 114 µM), inactives show at the highest dose activity, negative = inhibition, most hits filed as inhibitors; EPAC2 GEF exchange of Rap1B-BODIPY-GDP, fluorescence; 360,000 tested, 0.18% active; AID 720708; Q8WZA2; also: % is scaled to controls: 0 for no effect and ±100 for the full control effect; nearly all actives have a fitted effect of over 45% in size; many of its hits are not listed in these tables
# * marks the source's active call; other numbers are inactive results; i = inactive; ? = inconclusive; · = not tested or not shown; [ ] = another dose, or the depositor's remark. Calls follow the shape of the dose curve; as a rule, active = well fitted curve in the direction sought with a large enough effect; inconclusive = small, poorly fitted or top-dose-only effect, or another doubt; inactive = no such curve, though single readings can be large; an effect the other way counts as inactive or inconclusive. Potency is read from the fitted curve at half-maximal effect. Some of the compounds tested, so the mix of outcomes need not match the whole.
# Sample of the layout (3 entries):
SMILES,TDP-43 yeast inh,EPAC2 agonist,EPAC1 ag,EPAC1 antagonist,PTHR1 agonist,aSyn yeast inh,FUS suppressor,EPAC2 antag
CCCN(CC(=O)Nc1ccccc1C)C(=O)Cc1coc2cc(C)ccc12,?,-0.4%,-3.0%,2.6%,i,3.6%,19.9%,10.2%
O=C(NCc1ccc(F)cc1)C(=O)c1cn(CC(=O)N2CCCC2)c2ccccc12,-1.9%,1.7%,15.0%,-12.4%,-4.2%,0.9%,9.5%,1.4%
CCOc1ccc(CNCCc2ccc(S(N)(=O)=O)cc2)cc1,0.0%,9.4%,7.1%,-23.1%,i,-2.5%,11.9%,-2.2%

# The list itself, previewed entries included:
SMILES,TDP-43 yeast inh,EPAC2 agonist,EPAC1 ag,EPAC1 antagonist,PTHR1 agonist,aSyn yeast inh,FUS suppressor,EPAC2 antag
CCCN(CC(=O)Nc1ccccc1C)C(=O)Cc1coc2cc(C)ccc12,?,-0.4%,-3.0%,2.6%,i,3.6%,19.9%,10.2%
O=C(NCc1ccc(F)cc1)C(=O)c1cn(CC(=O)N2CCCC2)c2ccccc12,-1.9%,1.7%,15.0%,-12.4%,-4.2%,0.9%,9.5%,1.4%
CCOc1ccc(CNCCc2ccc(S(N)(=O)=O)cc2)cc1,0.0%,9.4%,7.1%,-23.1%,i,-2.5%,11.9%,-2.2%
Cc1nn(-c2ccccc2)c(N)c1N=Nc1cccnc1,18.3%,5.0%,4.8%,-11.2%,-9.2%,-21.8%,-27.5%,20.0%
CC1(c2nnc(-c3ccc(F)cc3)o2)CC(c2cccnc2)=NO1 (configuration not stated),-6.3%,-2.4%,10.2%,4.0%,i,6.3%,-9.8%,11.7%
Cc1oc(-c2ccccc2)cc1C(=O)Nc1ccc2ccccc2c1,0.6%,-1.2%,-3.4%,6.2%,i,3.4%,2.3%,0.6%
CCN1CCN(C(=O)CCc2nnc3ccc(N4CCC5(CC4)OCCO5)nn23)CC1,11.5%,8.6%,4.0%,-15.4%,-2.4%,-15.2%,-19.0%,0.9%
COc1cc(CCc2ccccc2)c(C(=O)O)c(O)c1CC=C(C)C,2.9%,-19.9%,-17.4%,?,-92.1%[inhibitor],-3.3%,5.1%,35.5µM*
Cc1cc(NC2C3CC4CC(C3)CC2C4)n2nnnc2n1 (configuration not stated),-17.4%,4.9%,-3.1%,2.1%,i,11.3%,13.2%,5.4%
CN(C)CCCN(C(=O)c1ccc(S(=O)(=O)N2CCOCC2)cc1)c1nc2ccc(F)cc2s1,7.3%,10.1%,11.0%,1.6%,i,-1.0%,4.0%,-4.2%
O=C(CCc1ccccc1Cl)Nc1ccc(S(=O)(=O)Nc2nccs2)cc1,13.5%,0.3%,5.5%,-9.9%,-24.9%,0.0%,28.6%,?
Cc1cc(C)c(NC(=O)C2=CCN(S(=O)(=O)c3ccc(F)cc3)CC2)c(C)c1,19.6%,7.4%,0.0%,13.5%,-15.0%,-0.6%,-6.8%,12.2%
Cc1cc(Oc2ccc(=O)n(C)n2)nc(Oc2ccc(=O)[nH]n2)n1,-8.7%,4.7%,-5.6%,-1.8%,i,1.7%,8.6%,18.9%
COc1ccccc1NC(=O)c1cc(Cl)nnc1Cl,-8.0%[9.22 µM],6.6%,0.4%,-5.8%,-0.6%,-6.4%,9.9%,-8.3%
O=C(Nc1ccc(F)cc1)c1c(Cl)nc2ccccn12,?,8.7%,1.8%,-2.0%,i,-3.2%,-1.1%,-5.6%
O=C(Nc1c(C(=O)O)[nH]c2ccc(F)cc12)c1cccc(C(F)(F)F)c1,-4.0%,-4.7%,-12.5%,-21.0%,-1.2%,1.6%,0.3%,-5.1%
C=CCSc1nnc(NC(=O)C23CC4CC(CC(NC(C)=O)(C4)C2)C3)s1,8.4%,4.3%,-1.2%,15.0%,i,9.5%,13.1%,-11.1%
Cn1c(-c2ccc(F)cc2)cnc1SCC(=O)Nc1ccccc1,-19.0%,-2.4%,-15.0%,-4.0%,-33.0%[inhibitor],2.9%,4.6%,-3.8%
CCOC(=O)C1(C)C(C(=O)OC)=C(c2ccc(OC)cc2)c2ccccc2N1C(=O)OC (configuration not stated),18.8%,-2.6%,-4.5%,-0.8%,-17.7%,1.9%,28.0%,?
COc1ccnc(CSC(N)=Nc2ccc(F)cc2)c1,14.5%,-0.2%,0.5%,15.5%,i,-7.2%,6.9%,1.8%
CCc1c(C)[nH]c2nc3ccccc3n2c1=O,0.0%,6.4%,-4.1%,1.6%,i,-22.2%,17.1%,9.0%
COc1ccccc1CNc1nc(Oc2cccc(F)c2)c2sccc2n1,35.5µM*,1.9%,7.5%,-10.4%,-0.5%,8.0%,?,-11.6%
CNC(=O)/C(C#N)=C/c1ccc(-c2ccccc2[N+](=O)[O-])o1,-5.1%,7.3%,0.2%,5.9%,-5.2%,-1.3%,6.1%,-1.1%
CN(c1ccccc1)S(=O)(=O)c1cccc(NC(=O)Cc2n[nH]c(=O)c3ccccc23)c1,?,12.1%,-0.6%,-19.0%,-23.2%,4.4%,33.5%,?
CCCc1[nH][nH]c(=O)c1C(c1ccc(Br)cc1)C(C#N)C#N (configuration not stated),0.0%,15.2%,5.6%,4.1%,-51.4%[inhibitor][57.5 µM],26.1%,11.4%,-2.9%
CCCCNC(=O)CSc1nc2cc3c(cc2c(=O)n1Cc1ccco1)OCO3,5.6%,4.2%,-6.7%,8.9%,-60.8%[inhibitor],-0.2%,10.0%,3.9%
COc1cccc(NC(=O)CN(C)C(=O)CSc2nc3ccccc3s2)c1,-8.2%,8.9%,7.5%,7.3%,-37.2%[inhibitor],-4.6%,21.7%,-1.0%
Cc1ccccc1NC(=O)Cc1cn(C)c2ccccc12,0.0%,-0.9%,0.6%,-2.2%,i,15.1%,0.0%,2.1%
CCCN1CCN(C(=O)c2ccc(-c3ccc([N+](=O)[O-])cc3)o2)CC1,10.6%,7.8%,-2.7%,22.6%,i,-2.7%[1.84 µM],24.5%,-4.2%
COc1ccc(NC(=S)N2CCN(S(=O)(=O)c3ccccc3)CC2)cc1OC,-14.8%,-12.5%,8.9%,-13.2%,-4.0%,0.3%,30.2%,-9.2%
Nc1cc(Cl)c(N)cc1Cl,14.1%,10.3%,3.1%,-4.2%,-23.2%[57.5 µM],0.2%,37.6%,-6.4%
CCOc1cccc(/C=C/c2cc(C(=O)O)c3ccccc3n2)c1OC,4.9%,12.7%,6.4%,-19.1%,-36.3%[inhibitor],-3.3%,-19.0%,-0.1%
COc1ccc(N2C(=O)C(F)(F)C2c2ccc(C)cc2)cc1OC (configuration not stated),26.3%,-7.9%,-1.7%,-14.2%,-29.2%,4.1%,-15.5%,?
COC(=O)c1ccc(CN2CCN(C3CCCCC3)C(CCO)C2)cc1 (configuration not stated),-3.6%,12.7%,4.2%,-8.3%,-11.7%,1.6%,-0.5%,3.2%
Cc1nn(C)c(C(=O)N/N=C/c2cccnc2)c1Br,-11.1%,14.1%,-17.4%,-14.3%,-9.1%,-5.9%,16.5%,4.6%
COc1ccc([C@H]2CC(=O)C=C(c3ccc4c(c3)OCO4)C2)cc1OC,15.6%,10.0%,-18.5%,-10.9%,i,-0.7%,4.7%,-27.7%
CCOC(=O)c1ccc(NC2=CC(c3ccc(Br)cc3)N(c3ccc(C(=O)OCC)cc3)C2=O)cc1 (configuration not stated),23.1%,·,·,·,3.6%,?,-6.3%,·
CCOC(=O)N1CCC(Nc2c(N3CCN(c4cccc(C(F)(F)F)c4)CC3)c(=O)c2=O)CC1,-14.0%,-14.6%,-4.8%,-3.4%,i,-10.6%,0.9%,8.9%
Cc1ccnn1CC(=O)N/N=C/c1cccs1,6.1%,7.0%,7.4%,-3.5%,i,-1.9%,6.5%,1.9%
CC(C)N(C(=O)CSc1nc(Cc2ccccc2)nc2ccccc12)C(C)C,17.5%,-2.0%,-8.4%,-2.7%,-38.3%[inhibitor],8.5%,8.1%,-16.2%
O=C(CCc1ccccc1)Nc1nnc(-c2ccc3c(c2)OCCO3)o1,8.2%,-8.4%,3.4%,-5.1%,-20.4%,1.4%,19.1%,-7.2%
COc1cccc(N2CCN(CC(=O)Nc3nc4c(s3)CC(C)CC4)CC2)c1 (configuration not stated),-20.8%,12.9%,19.1%,-8.4%,-25.2%,-0.5%,40.4%,-6.9%
O=C(CSc1nc2ccccc2c(=O)n1CCCO)NC1CC1,-8.4%,3.9%,11.5%,12.8%,i,-6.3%,-19.4%,1.7%
CCn1c(NC(=O)c2ccccc2F)c(-c2cccs2)c(=O)c2ccccc21,19.4%,-0.6%,-1.0%,6.0%,i,3.6%,-1.8%,5.7%
Cc1cccc2sc(NC(=O)CN(C)S(=O)(=O)c3cccs3)nc12,15.8µM*,29.0%,24.2%,-29.3%,-86.8%[inhibitor][57.5 µM],21.6%,6.5%,-0.1%
O=C1c2cc(Cl)ccc2-c2c(O)cc(Cl)cc21,-93.5%[inhibitor],7.7%,2.2%,-15.2%,-33.7%[inhibitor],-55.9%[inhibitor],20.7%,-24.1%
CCOc1ccccc1NC(=O)NNC(=O)COc1cccc(C)c1C,10.8%,-4.4%,-9.0%,2.8%,i,1.0%,-3.3%,-19.6%
CC(C)(C)OC(=O)[C@H](Cc1ccccc1)NC(=O)c1nc[nH]c1C(=O)N1CCN(c2ccccc2)CC1,10.9%,-1.8%,-7.0%,-6.9%,i,3.8%,?,-21.3%
O=C(CCCCC(=O)NCc1cccs1)NCc1cccs1,5.9%,0.0%,-2.3%,1.9%,i,4.1%,-10.3%,-1.2%
COc1nc(-c2ccc(Cl)cc2)ccc1-c1noc(-c2ccco2)n1,27.6%,1.6%,8.8%,-6.4%,i,0.9%,31.7%,-0.9%
Cn1ncc(Cl)c1C(=O)N1CCN(c2ccccc2)CC1,11.0%,15.0%,9.9%,-1.8%,-9.3%,-0.8%,17.3%,1.9%
Cc1c(NC(=S)NC(C)(C)C)c(=O)n(-c2ccccc2)n1C,-31.9%[inhibitor],-4.8%,-10.3%,-3.0%,i,-11.4%,3.6%,4.3%
Clc1ccc(OCCn2c(-c3ccco3)nc3ccccc32)cc1,?,26.1%,21.2%,-0.1%,-35.7%[inhibitor],·,36.7%,?
CC1Oc2ccccc2N(Cc2ccccc2Cl)C1=O (configuration not stated),19.3%,21.1%,19.7%,-9.6%,-8.9%[57.5 µM],9.0%,19.5%,-8.5%
CC(C)(C)n1nc2c(c1NC(=O)COc1ccccc1F)CS(=O)(=O)C2,8.7%,6.5%,4.0%,-10.3%,-32.1%[inhibitor],-3.0%,10.2%,3.5%
